Assay outcomes deposited in PubChem BioAssay by National Center for Advancing Translational Sciences (NCATS).
rTrxR1 inhibitor: blocks rat thioredoxin reductase 1 | recombinant rTrxR1, NADPH fluorescence consumption, selenite substrate | Potency, µM (series often up to 114 µM), inactives show top-dose activity change, negative = inhibition, hits mostly inhibitors | 390,000 compounds, 1% hits; also: potency is read from the fitted curve at half-maximal effect; % is scaled to controls: 0 for no effect and ±100 for the full control effect; nearly all actives have a fitted effect of over 65% in size
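Rat TrxR1 (90 nM in the dispensed reagent) was pre-reduced with 400 uM NADPH for 5 min at room temperature, then incubated with compound for 15 min. After 400 uM selenite was added, NADPH fluorescence (Ex 340/Em 450 nm) was followed for 8 min.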
TRHR ag: TRH receptor (human) agonism; P34981; TRHR cells, calcium flux fluo-8, FDSS agonist mode; activation, % at 2 µM; 360,000 compounds, 0.18% hits; in the data active = activation above about 30%; also: 0% is about no effect
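In this calcium-flux screen, cells bearing human TRHR are dye-loaded with fluo-8, baselined for 10 cycles, then exposed to library compounds; positive kinetic calcium responses during the agonist phase mark hits, with TRH as control.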
TRHR PAM: allosteric enhancers of human TRH receptor | enhancement, % at 2 µM | P34981 | 360,000 compounds, 0.66% hits | TRHR cells, fluo-8 calcium fluorescence, EC20 TRH enhancement; in the data active = enhancement above about 30%; also: 0% is about no effect
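Enhancer read-out: after compound pinning and an initial kinetic agonist-mode read, an EC20 of TRH (10 nM final) was injected and fluo-8 calcium signal (Ex 480/Em 530) followed at 1 s/cycle for 100 cycles in TRHR-expressing cells.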
D2 agonist: activates the human D2 dopamine receptor | P14416 | HEK293 T-REx D2 cells, calcium flux agonist mode | activation, % at 2 µM | 340,000 compounds, 0.53% hits;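 active = activation over 3 SD above normal in the single-dose calcium agonist read, cut at about 30% in these data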; also: 0% is about no effect
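Tetracycline-induced HEK293 T-REx cells with force-coupled D2 receptor, plated overnight at 30 C, loaded with no-wash calcium dye. After a 10 s baseline, compound was pin-added and calcium flux read kinetically for 180 s; calcium rises flagged agonists.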
PI4K2A inh: inhibitors of human PI4K2A | Q9BTU6 | purified PI4K2A, ADP-Glo luminescence, 1 h; active compounds read low | activity change, negative = inhibition, % at 76.9 µM | 420,000 compounds, 0.13% hits; in the data active = activity change below about -50%; inconclusive = mostly about -30% to -49%;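 also: -100% = wells without enzyme as full effect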
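In this quantitative HTS, ADP production by PI4K2A was quantified luminescently after 1 h at ambient temperature; 100 microM adenosine served as plate-quality control.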
USP1-UAF1 inh: inhibitors of human USP1/UAF1 deubiquitinase; recombinant USP1/UAF1, Ub-Rhodamine cleavage fluorescence; Potency, µM (doses to about 57.1 µM), inactives show at the top dose activity change, negative = inhibition, most hits filed as inhibitors; 390,000 compounds, 0.23% hits; AID 743255; also: potency is read from the fitted curve at half-maximal effect; % is scaled to controls: 0 for no effect and ±100 for the full control effect; nearly all actives have a fitted effect of over 60% in size; inactives centre near -12
Target sequence (O94782 whole entry, looked up): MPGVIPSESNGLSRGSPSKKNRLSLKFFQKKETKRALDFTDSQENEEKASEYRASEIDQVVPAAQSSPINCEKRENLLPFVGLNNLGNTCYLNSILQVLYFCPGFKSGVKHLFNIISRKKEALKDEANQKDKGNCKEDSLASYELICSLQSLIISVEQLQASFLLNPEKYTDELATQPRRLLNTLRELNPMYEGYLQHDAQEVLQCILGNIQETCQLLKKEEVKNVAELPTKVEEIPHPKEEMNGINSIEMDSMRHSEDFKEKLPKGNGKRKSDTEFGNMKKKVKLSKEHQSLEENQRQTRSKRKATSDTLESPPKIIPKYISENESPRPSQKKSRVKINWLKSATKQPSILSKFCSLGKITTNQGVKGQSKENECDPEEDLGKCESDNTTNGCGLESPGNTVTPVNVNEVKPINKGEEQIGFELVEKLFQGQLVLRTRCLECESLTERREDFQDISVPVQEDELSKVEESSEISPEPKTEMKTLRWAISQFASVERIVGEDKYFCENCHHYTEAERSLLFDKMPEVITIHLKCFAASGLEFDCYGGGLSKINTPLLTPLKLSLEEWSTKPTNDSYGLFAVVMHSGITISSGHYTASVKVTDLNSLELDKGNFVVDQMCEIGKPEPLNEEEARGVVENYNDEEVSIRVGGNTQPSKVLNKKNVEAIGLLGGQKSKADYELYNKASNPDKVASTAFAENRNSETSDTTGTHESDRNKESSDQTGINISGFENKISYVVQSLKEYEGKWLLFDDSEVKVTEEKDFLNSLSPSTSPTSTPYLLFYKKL
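USP1/UAF1 complex (1 nM) preincubated 15 min at room temperature with compound, then Ub-Rho substrate (150 nM final) added. Kinetic fluorescence at 480/540 nm over 6 reads at 60 s intervals; 50 mM HEPES pH 7.8, 0.5 mM EDTA, 0.1 mg/ml BSA, 1 mM TCEP, 0.01% Tween-20.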
D2 antagonist: antagonists of human D2 dopamine receptor; P14416; 340,000 compounds, 2% hits; AID 485344; HEK293 TREx D2 cells, calcium flux, dopamine EC80; inhibition, % at 10 µM; in the data active = inhibition above about 30%; also: 0% is about no effect
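Compounds are added to dye-loaded, induced HEK293 T-REx cells coupled to calcium release via D2; after a 3 min kinetic read an EC80 dopamine stimulus is given and fluorescence is recorded for 3 more min.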
IDH1 R132H inh: human IDH1 R132H inhibition; Potency, µM (series often up to 76.6 µM), inactives show at the top dose activity change, negative = inhibition, usual class: inhibitors; 390,000 compounds, 0.093% hits; AID 602179; IDH1-R132H enzyme, NADPH consumption, diaphorase/resazurin fluorescence; also: potency is read from the fitted curve at half-maximal effect; % is scaled to controls: 0 for no effect and ±100 for the full control effect; nearly all actives have a fitted effect of over 65% in size
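IDH1-R132H (0.5 ug/mL dispensed) in pH 7.5 Tris buffer was preincubated 30 min with compound, then given a substrate mix of 0.016 mM NADPH and 2 mM alpha-KG for 80 min at room temperature; remaining NADPH was read by diaphorase/resazurin fluorescence.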
TrxR1 substrate: rat thioredoxin reductase 1 substrate activity | O89049 | purified TrxR1 substrate turnover, NADPH consumption readout | Potency, µM (titrated, usually from 114 µM), for the others: at the highest dose activity change, negative = substrate turnover | 390,000 compounds, 0.01% hits | AID 588456; also: potency is read from the fitted curve at half-maximal effect; % is scaled to controls: 0 for no effect and ±100 for the full control effect; nearly all actives have a fitted effect of over 50% in size
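Rat TrxR1, dispensed at 90 nM, was prereduced with 400 uM NADPH (final) for 5 min at ~22 deg C, then incubated with compound 15 min before 400 uM selenite. A first-read NADPH fluorescence drop versus no-compound background flagged substrates.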
Numbers without * were called inactive; ? = inconclusive; . = not tested or not shown; & = joins results of further samples; [ ] = another dose, or the depositor's remark. Unless noted, calls follow the shape of the dose curve; as a rule, active = well fitted inhibition curve with a large enough effect; inconclusive = small, poorly fitted or top-dose-only effect; inactive = no such curve, though single readings can be large or run the other way.

SMILES	rTrxR1 inhibitor	TRHR ag	TRHR PAM	D2 agonist	PI4K2A inh	USP1-UAF1 inh	D2 antagonist	IDH1 R132H inh	TrxR1 substrate
CCCN=C1N(CC)C[C@@H]2[C@@H]3C(=O)N(Cc4ccccc4)C(=O)[C@@H]3[C@](Cc3ccccc3)(C(=O)OC)N12	29%	.	.	.	-1	-25%	.	-7%	11%
CCOC(=O)c1oc2ccccc2c1NC(=O)c1cc(OC)cc(OC)c1	24%	-1.1	-3	-0.4	5	-12%	-8	2%	45%[activator]
COCCn1c(=S)[nH]c2cc(C(=O)N3CCN(Cc4ccc5c(c4)OCO5)CC3)ccc2c1=O	5%	-0.5	0	0.5	0	-3%	-19	6%	-2%
O=C(O)CSc1cccc2cccnc12	-4%&-20%	-1.2&0.1	5&-1	1.3&-0.3	-3&-3	-20%&-6%	4&18	18%&1%	74%&49%[activator]
COc1ccc(CCNC(=O)CNC(=O)c2ccc3c(c2)OCO3)cc1OC	-7%	-0.6	11	-0.8	1	-15%	3	-8%	-5%
COC(=O)c1cc(=O)n(Cc2ccc3c(c2)OCO3)c(=Nc2ccc(F)c(Cl)c2)s1	14%[57.1 µM]	0.5	-4	0.2	0	-17%	-15	0%	-7%
Cc1ccc(NC(=O)c2ccco2)c(NC(=O)CN2C(=O)c3ccccc3C2=O)c1	12%	-0.6	15	-2.7	-2	-7%	8	-1%	2%[2.29 µM]
O=C1c2ccccc2C(=O)c2c1cccc2N1CCN(C/C=C/c2ccccc2)CC1	11%	.	.	.	-17	-12%	.	1%	3%
COC(=O)c1ccc(COc2ccc(/C=N/Nc3nc(C)cc(=O)[nH]3)cc2)cc1	13%	0.3	-4	0.1	-3	-17%	18	4%	5%
Clc1ccccc1CNCCCSc1nnnn1-c1ccccc1	17%	0.1	-1	0.2	-3	-19%	.	-3%	0%
CC[C@@H](C)[C@H](NC(=O)Cc1c(C)c2c(cc(C)c3c(C)coc32)oc1=O)C(=O)O	8%	0.2	4	-0.1	-2	-8%	-9	14%	145%[activator]
O=C(NCc1ccco1)c1ccc(Cn2c(SCc3ccc(F)cc3)nc3cccnc32)cc1	?	-0.2	-9	-0.3	-16	-2%	.	-15%	0%
CC(C)(C)NC(=O)COC(=O)c1nsc(Cl)c1Cl	-2%	0.3	-1	0.7	0	2%	11	-4%	-4%
Cc1ccc(OCC(=O)N2CCN(S(=O)(=O)c3ccc(Cl)s3)CC2)cc1C	3%	-0.3	-8	-0.5	0	-6%	-12	-1%	-5%
O=C(c1cccc(S(=O)(=O)N2CCOCC2)c1)N(Cc1ccc(F)cc1)Cc1ccco1	11%	-0.2	-5	0.2	5	-24%	13	-4%	-4%
Cc1nn(-c2ccc(N3CCCCC3)nn2)c(C)c1CCC(=O)Nc1ccc(F)c(F)c1	28%	-0.4	-1	0.2	-4	-15%	-4	3%	0%
CCC(=O)N1CCc2cc(S(=O)(=O)CCC(=O)N3CCN(c4cc(C)ccc4C)CC3)ccc21	11%	-1.3	5	0.1	2	-28%	.	1%	-6%
CCc1noc(C)c1C(=O)N(C)CC(=O)Nc1ccc(Br)cc1C	2%	-0.2	-5	.	-1	0%	.	1%	-4%
O=C(NCC1CCCO1)NC1(C(F)(F)F)Oc2ccccc2O1 (stereo unspecified)	-6%[57.1 µM]	1.0	3	0.0	2	4%	-2	-6%	-4%[57.1 µM]
COc1cc(OC)cc(C(=O)Nc2ccc3oc(-c4cccc5c(Br)cccc45)nc3c2)c1	19%	-0.2	28	0.3	1	-11%	.	-9%	13%

A different layout for some results above:
SMILES | rTrxR1 inhibitor | TRHR ag | TRHR PAM | D2 agonist | PI4K2A inh | USP1-UAF1 inh | D2 antagonist | IDH1 R132H inh | TrxR1 substrate
COC(=O)c1ccc(COc2ccc(/C=N/Nc3nc(C)cc(=O)[nH]3)cc2)cc1 | 13% | 0.3 | -4 | 0.1 | -3 | -17% | 18 | 4% | 5%
Clc1ccccc1CNCCCSc1nnnn1-c1ccccc1 | 17% | 0.1 | -1 | 0.2 | -3 | -19% | . | -3% | 0%
CC[C@@H](C)[C@H](NC(=O)Cc1c(C)c2c(cc(C)c3c(C)coc32)oc1=O)C(=O)O | 8% | 0.2 | 4 | -0.1 | -2 | -8% | -9 | 14% | 145%[activator]

New compounds follow.
SMILES	rTrxR1 inhibitor	TRHR ag	TRHR PAM	D2 agonist	PI4K2A inh	USP1-UAF1 inh	D2 antagonist	IDH1 R132H inh	TrxR1 substrate
CC1CCN(C(=O)CCCl)c2ccccc21 (stereo unspecified)	-13%	.	.	.	5	-4%	.	7%	-2%
COc1ccc(N2CC(C(=O)N3CCN(C(=O)c4ccco4)CC3)CC2=O)cc1 (stereo unspecified)	10%[57.1 µM]	-0.5	-4	-0.1	-8	-27%	6	6%	3%[57.1 µM]
Cc1ccc(CNC(=O)c2cccnc2Sc2cccc(Cl)c2)cc1	11%[57.1 µM]	6.0	1	10	0	-17%	4	2%	-6%[57.1 µM]
COC(=O)c1ccccc1NC(=O)CSc1nc(N)cc(=O)[nH]1	33%[activator][57.1 µM]	-0.5	2	0.4	-28	?	2	3%	-9%[57.1 µM]
Cc1cccc(NC(=S)NCCN(C2CCCCC2)C2CCCC2)c1	-14%	0.2	-2	0.3	5	-15%	12	-5%	-7%
Cc1cc2n(n1)C(c1cn(-c3ccccc3)nc1C)Nc1c(C)cccc1-2 (stereo unspecified)	1%	-0.4	2	-0.8	-3	-13%	-19	-3%	9%
O=C1c2cccnc2C(=O)N1c1ccccc1-c1ccccc1	-10%	-0.1	1	0.3	-1	-4%	-2	3%	-4%
O=S(=O)(NCc1cn2ccccc2n1)c1cccs1	-1%	0.3	3	0.1	-4	-13%	3	7%	5%
CCCCC(=O)Nc1ccc(NC(=O)c2ccc(C)c([N+](=O)[O-])c2)cc1OC	5%	-0.4	0	-0.2	-4	-4%	-3	-5%	-5%
COC(=O)c1ccc(CSc2nnc3ccccn23)o1	20%	-0.1	-4	0.7	0	3%	6	1%	4%
O=C(CN1CCN(Cc2ccccc2)CC1)c1c[nH]c2ccccc12	-12%	0.0	0	0.2	-2	-12%	7	-4%	0%
NC1=NS(=O)(=O)NC1c1ccc(Br)cc1 (stereo unspecified)	7%[57.1 µM]	0.1	-5	-1.4	-18	-19%	-11	1%	3%[57.1 µM]
Cn1nc(C(F)(F)F)cc1Oc1ncc(C(F)(F)F)cc1Cl	23%[57.1 µM]	-0.1	-2	-2.4	4	-2%	-2	9%	-10%
Cc1ccc(C(=O)CSc2nnc(COc3ccccc3)o2)cc1	23%[11.4 µM]	-0.3	-9	-1.0	4	-6%	4	12%	-21%[11.4 µM]
COc1ccc(N(CC(=O)NCc2ccccc2)C(=O)Cn2nnc(-c3ccccc3F)n2)cc1OC	21%	1.1	4	0.2	-2	-18%	15	0%	2%
O=C(Cc1ccsc1)NCC(=O)Nc1ccccc1Br	6%	.	.	.	3	-9%	.	-16%	-8%
COc1ccc(NC(=O)c2oc3ccccc3c2NC(=O)Cc2coc3cc(C)ccc23)cc1	-24%	0.8	6	0.6	1	?	.	2%	10%
O=C(CNC(=O)c1ccco1)OCc1ccc(Cl)cc1	12%	0.2	1	-1.4	-4	-10%	4	-2%	4%
O=[N+]([O-])c1ccc2c(c1)nnn2-c1ccccc1	4%	-0.8	2	-0.4	3	-2%	-3	-14%	-6%
CCOc1ccc(C2C3=C(CCCC3=O)N(CC(=O)O)C3=C2C(=O)CCC3)cc1	?	-1.3	5	1.5	-10	-18%	-12	-11%	104%[activator]
CC(=O)Oc1ccc(C(=O)NCc2ccco2)cc1	12%	0.1	2	.	-5	-21%	.	-2%	6%
CN(C(=O)CSc1nnc(Cc2cccs2)n1C1CC1)C1CCS(=O)(=O)C1 (stereo unspecified)	10%	-1.8	2	-1.0	2	-4%	6	1%	1%
O=C(N/N=C/c1ccc(O)cc1)c1nc(-c2ccccc2)n(-c2ccccc2)n1	6%	0.3	5	0.0	1	-4%	11	5%	4%
CCC1(C2=CCCCC2)C(=O)NC(=S)N=C1N (stereo unspecified)	5%	.	.	.	15	-1%	.	-5%	-4%
CC(=O)NCCc1ccc(S(=O)(=O)NCc2ccc3c(c2)OCO3)cc1	5%[57.1 µM]	0.2	0	0.2	4	-20%	11	-1%	7%[57.1 µM]
COc1ccc(/C=N/NC(=S)Nc2ccccc2)cc1COc1ccc(Br)cc1	4%	0.6	1	1.3	2	-12%	-4	1%	-12%
O=C(NCc1ccco1)C(c1cccs1)N(Cc1ccccc1)C(=O)Cn1nnc2ccccc21 (stereo unspecified)	1%[57.1 µM]	-1.7	8	-1.4	-2	-23%	-25	2%	8%
CN(c1ccc(OCC(=O)OCC(=O)NCc2ccco2)cc1)S(=O)(=O)c1ccc2ccccc2c1	16%[57.1 µM]	0.7	-2	0.5	5	-20%	4	-1%	5%[57.1 µM]
CCOC(=O)c1nncc(-c2ccccc2)n1	13%	-0.5	2	0.2	2	-30%	2	25%	1%
c1ccc(Cn2c(CNc3nc4ccccc4n3CCN3CCOCC3)nc3ccccc32)cc1	6%	0.0	-17	0.9	-2	-20%	2	3%	0%
O=c1[nH]c(CSc2nc3ccccc3s2)nc2ccccc12	25%[57.1 µM]	-1.1	10	-0.3	2	-19%	12	0%	4%[57.1 µM]
Cc1cc(C)c(NC(=O)C2CCCN(C(=O)c3cnn(-c4ccccc4)c3-n3cccc3)C2)c(C)c1 (stereo unspecified)	-19%	-1.9	0	.	0	-17%	.	-17%	2%
Cc1ccc(C(O)c2nc3ccccc3n2C)cc1 (stereo unspecified)	17%	0.4	-1	-0.4	-3	-14%	4	9%	0%
COc1cccc2c1NC(C(=O)O)C1CC=CC21 (stereo unspecified)	13µM*	-0.3	6	0.0	-21	25µM*	7	13%	8%
CCc1cc(C(=O)N/N=C/c2ccc(O)cc2)c2ccccc2n1	-10%	-0.6	10	-0.5	-3	-3%	14	0%	-10%

Look-ups from the results shown:
Result of CN(c1ccc(OCC(=O)OCC(=O)NCc2ccco2)cc1)S(=O)(=O)c1ccc2ccccc2c1 in D2 agonist: 0.5
Result of O=C(Cc1ccsc1)NCC(=O)Nc1ccccc1Br in TrxR1 substrate: -8%
